Screening results as filed in PubChem BioAssay.
RECQ1 inh: blocks DNA unwinding by human RECQ1; P46063; RECQ1 DNA unwinding, red fluorescence kinetic read; Potency, µM (series often up to 57.3 µM), without a hit: top-dose activity, negative = inhibition, most hits filed as inhibitors; 240,000 compounds, 0.54% hits; AID 2549;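 further: plate controls were vehicle for no effect and no enzyme for full effect; nearly all actives have a fitted effect of over 30% in size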
Target sequence (P46063 whole entry, looked up): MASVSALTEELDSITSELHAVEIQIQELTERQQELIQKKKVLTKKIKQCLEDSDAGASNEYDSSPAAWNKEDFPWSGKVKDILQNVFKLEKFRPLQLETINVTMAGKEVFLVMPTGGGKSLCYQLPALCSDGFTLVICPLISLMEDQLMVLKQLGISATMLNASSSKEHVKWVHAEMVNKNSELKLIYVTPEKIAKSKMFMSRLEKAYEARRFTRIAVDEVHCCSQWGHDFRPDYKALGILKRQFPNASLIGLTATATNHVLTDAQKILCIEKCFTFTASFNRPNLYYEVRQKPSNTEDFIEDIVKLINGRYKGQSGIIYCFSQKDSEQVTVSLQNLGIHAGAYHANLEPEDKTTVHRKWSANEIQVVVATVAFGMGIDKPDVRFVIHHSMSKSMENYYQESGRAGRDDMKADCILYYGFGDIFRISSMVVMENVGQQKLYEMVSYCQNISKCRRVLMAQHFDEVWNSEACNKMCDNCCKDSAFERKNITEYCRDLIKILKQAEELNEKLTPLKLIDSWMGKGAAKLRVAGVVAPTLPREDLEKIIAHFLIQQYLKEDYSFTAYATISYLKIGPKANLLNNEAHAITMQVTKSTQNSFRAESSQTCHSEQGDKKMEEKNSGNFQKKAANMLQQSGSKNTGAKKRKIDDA
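50 nM RECQ1T1 preincubated 15 min with compound in Tris pH 8.0 buffer with MgCl2, DTT, Tween-20 and 2.5 ug/ml poly(dI-dC); started with 200 nM TAMRA/BHQ-2 forked duplex and 2 mM ATP. Unwinding read as fluorescence (525/598 nm), two reads 2 h apart.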
RGS12 GoLoco inh: blocks human Gai1 binding to RGS12 GoLoco peptide, red readout. P63096. AID 880. Potency, µM (highest dose often 61.6 µM), for the others: at the top dose activity, negative = inhibition, most hits filed as inhibitors. 230,000 compounds, 0.44% hits. Gai1:RGS12 GoLoco peptide FP, rhodamine, 10 min; active means well fitted inhibition curve with a large enough effect, not every such curve was filed as active; inactive means no such curve, though single readings can be large or run the other way; further: on the % scale 0 is the no-effect control and ±100 the full control effect; nearly all actives have a fitted effect of over 30% in size; many of its hits are not listed in these tables
KinaseGlo FLuc: blocks Kinase-Glo luciferase, a counter-screen artifact. 200,000 compounds, 0.28% hits. Potency, µM (doses to about 38.3 µM), without a hit: at the top dose activity change, negative = inhibition, hits mostly inhibitors. AID 1379. Kinase-Glo luciferase, ATP luminescence, 8 min. Q27757; further: on the % scale 0 is the no-effect control and ±100 the full control effect; nearly all actives have a fitted effect of over 60% in size
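Luminescence was the read-out, taken after 8-minute incubation at ambient temperature. Luciferase turned over luciferin with 10 uM ATP in imidazole pH 7.2 buffer containing KCl, MgCl2, Tween 20 and BSA.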
IMPase Li cell: cell-permeable IMPase inhibitors with lithium potentiation; CHO-M1 cells, IP1 TR-FRET (IP-One), carbachol + lithium; Potency, µM (highest dose often 59.4 µM), for the others: top-dose activity, negative = IMPase inhibition, actives largely listed as inhibitors; 210,000 compounds, 0.35% hits; AID 1457;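 further: IP1 builds up when IMPase is blocked and the TR-FRET signal falls; plate controls were basal vehicle for no effect and high inhibitor control for full effect; nearly all actives have a fitted effect of over 50% in size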
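CHO cells stably expressing M1 receptor (2000/well) were cultured 16–30 h, then exposed to compounds with a small lithium addition for 30 min at 37C. IP1 was measured by TR-FRET competition; AC50 from Hill fits.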
Epigenetic reg: epigenetic control regulation, reporter derepression; murine LDR cells, GFP reporter derepression, 30 h; Potency, µM (series often up to 53.9 µM), inactives show at the highest dose GFP activation, actives largely listed as activators; 280,000 compounds, 0.2% hits; further: % of control where 0% means no effect; nearly all actives have a fitted effect of over 60% in size
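Reporter derepression read as number of fluorescent GFP-positive objects, 20-120 um in size, counted by laser-scanning cytometer. Mouse LDR line with an epigenetically silenced CMV-GFP locus; compound incubation 30 h, 37 C.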
SMN2 splice up: SMN2 splice variant enhancement. HEK293 SMN2-luciferase splicing reporter, luminescence, 30-36 h. Potency, µM (top dose mostly 46.1 µM), without a hit: top-dose activity change, positive = activation, usual class: activators. 210,000 compounds, 2.8% hits. AID 1458; further: % of control where 0% means no effect; nearly all actives have a fitted effect of over 55% in size
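HEK293 cells carry an SMN2 […]–luciferase reporter in which exon 7 inclusion puts luciferase in frame. Cells were plated 10-12 h before compound addition, then incubated 30-36 h at 37C. ONE-Glo luminescence was read; sodium butyrate at 4.5 mM final served as control.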
KDM4E inh: JMJD2E (human) inhibition | B2RXH2 | JMJD2E catalytic domain, FDH-coupled NADH fluorescence (FDH is formaldehyde dehydrogenase) | Potency, µM (series often up to 57.1 µM), without a hit: top-dose activity change, negative = inhibition, most hits filed as inhibitors | 230,000 compounds, 1.6% hits; active means well fitted inhibition curve with a large enough effect, not every such curve was filed as active; inconclusive means small, poorly fitted or top-dose-only effect, or another doubt; inactive means no such curve, though single readings can be large or run the other way;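 further: 0% = wells with enzyme and -100% = buffer wells without enzyme; nearly all actives have a fitted effect of over 50% in size; many of its hits are not listed in these tables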
Target sequence (B2RXH2 1-337 limits assumed): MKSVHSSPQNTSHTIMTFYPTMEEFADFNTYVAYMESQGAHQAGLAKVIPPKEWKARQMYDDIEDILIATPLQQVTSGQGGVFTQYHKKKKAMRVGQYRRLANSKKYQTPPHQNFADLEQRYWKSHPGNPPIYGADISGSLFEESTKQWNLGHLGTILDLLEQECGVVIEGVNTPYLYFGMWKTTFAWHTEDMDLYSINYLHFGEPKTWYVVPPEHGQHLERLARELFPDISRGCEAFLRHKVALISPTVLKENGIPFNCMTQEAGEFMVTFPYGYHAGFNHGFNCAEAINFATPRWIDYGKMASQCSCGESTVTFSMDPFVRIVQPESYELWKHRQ
NPSR antag: neuropeptide S receptor (human) antagonism, cAMP | CHO-NPSR cells, cAMP TR-FRET, antagonist mode | Q6W5P4 | 220,000 compounds, 1% hits | Potency, µM (series often up to 38.3 µM), inactives show at the top dose activity change, negative = inhibition, usual class: inhibitors; further: on the % scale 0 is the no-effect control and ±100 the full control effect; nearly all actives have a fitted effect of over 50% in size; many of its hits are not listed in these tables
The depositor's hits bear a star; i = inactive; ? = inconclusive; . = not tested or not shown; & = joins results of further samples; [ ] = dose if it differs, or a comment. Unless noted, the call rests on the fitted dose curve; in most records, active means well fitted curve in the direction sought with a large enough effect; inconclusive means small, poorly fitted or top-dose-only effect, or another doubt; inactive means no such curve, though single readings can be large; an effect the other way counts as inactive or inconclusive. Potency means the concentration at half of the fitted maximal effect.

cpd	molecule	RECQ1 inh	RGS12 GoLoco inh	KinaseGlo FLuc	IMPase Li cell	Epigenetic reg	SMN2 splice up	KDM4E inh	NPSR antag
1	O=C(NCCN1CCOCC1)[C@H](Cc1ccccc1)N1C(=O)c2ccccc2C1=O	-2.3%	9.0%	-0.8%	10.3%[38.3 µM]	1.0%	6.8%	1.5%	1.0%[46.1 µM]
2	CCCNC(=O)c1ccccc1C(=O)NC1(C(=O)NCCC)CCCC1	-2.3%	11.8%	.	.	-1.0%	.	0.5%	2.3%
3	CSc1ncnc2sc(C)c(C)c12	-0.6%	7.8%	1.6%	1.8%	-2.1%	-2.6%	13.4%	17.4%
4	Cn1c(CO)cnc1-c1ccccc1	-17.9%	-0.7%	.	.	-2.8%	.	8.7%	11.9%
5	O=S1(=O)CC2SC(=S)N(Cc3ccccc3)C2C1 (stereo unspecified)	-3.0%	-0.8%	.	.	3.2%	.	1.8%	-18.6%
6	Cc1nc2ccc(CCO)cc2s1	0.8%	1.7%	0.1%	3.1%	-0.8%	-0.2%	-0.4%	-3.9%[46.1 µM]
7	CCOC(=O)c1ccc(NC(=O)CN(C)S(=O)(=O)c2ccc(Br)s2)cc1	-11.3%	2.3%	0.8%	12.6%	1.1%	-19.5%	-6.4%	-44.6%
8	O=C(NCCO)/C(=C\c1cccc([N+](=O)[O-])c1)NC(=O)c1ccco1	-13.2%	6.9%	1.1%	5.2%	1.0%	9.3%	5.8%	-2.5%[46.1 µM]
9	COc1ccc(CN2C(=O)C3C4C=CC(C4)C3C2=O)cc1 (stereo unspecified)	-13.2%	7.4%	-2.3%	14.4%[38.3 µM]	-1.2%	2.6%	-4.8%	-0.2%[46.1 µM]
10	C/C(CC(C)C)=N\NS(=O)(=O)c1ccc(C)c([N+](=O)[O-])c1	-8.4%	-2.1%	.	.	-3.9%	.	?	13.1%
11	COc1ccc(S(=O)(=O)N2CCCC(C(=O)O)C2)cc1 (stereo unspecified)	i	2.0%	-3.0%	-2.8%[38.3 µM]	-1.0%	22.3%	11.4%	5.7%[46.1 µM]
12	Cc1noc(C)c1C(=O)Nc1cccnc1	3.0%	-1.8%	-0.7%	-2.5%	0.9%	1.3%	6.6%	5.2%[46.1 µM]

Additional results:
cpd	molecule	RECQ1 inh	RGS12 GoLoco inh	KinaseGlo FLuc	IMPase Li cell	Epigenetic reg	SMN2 splice up	KDM4E inh	NPSR antag
13	O=C1CC(c2ccccc2)CC(O)=C1C=NCc1ccncc1 (stereo unspecified)	-11.0%	6.1%	-2.4%	7.4%	-1.3%	2.2%	-4.3%	1.3%
14	O=C1C2CCCN2C(c2ccccc2F)N1c1ccc(Cl)cc1 (stereo unspecified)	-3.5%	6.6%	4.2%	6.8%[38.3 µM]	-1.1%	?	-2.2%	-9.7%[46.1 µM]
15	COc1ccccc1N1CCN(S(=O)(=O)c2cccc3nsnc23)CC1	i	8.9%	-2.6%	26.7%[38.3 µM]	0.0%	-12.7%	-6.1%	-20.5%[46.1 µM]
16	CCn1c(C)nc2cc(N)ccc21	-1.2%	-2.6%	.	.	-2.7%	.	?	6.9%
17	COC(=O)N/N=C/c1ccc(OS(=O)(=O)c2ccc(C)cc2)c(OC)c1	0.6%	3.1%	3.4%	19.9%	-1.5%	2.7%	6.5%	-17.0%
18	CCCCCCCCNC(=O)c1cnccn1	0.5%	-3.3%	-4.5%	-4.7%	1.6%	2.4%	?	-16.8%
19	CCN(CC)/C(Sc1ccccc1)=C(\C(Cl)=C(Cl)Cl)[N+](=O)[O-]	-5.4%	-3.3%	1.8%	-0.2%	1.0%	-1.5%	-5.6%	-32.5%
20	CCc1ncc(C)nc1CC	i	-0.6%	.	.	4.8%	.	10.1%	11.8%
21	COC(=O)C1(C)NC(c2ccco2)C2C(=O)N(c3ccc(F)cc3)C(=O)C21 (stereo unspecified)	i	1.9%	3.0%	3.0%	2.4%	1.9%	1.3%	5.2%
22	C#Cc1ccc(CN2CCN(Cc3ccsc3)C(CCO)C2)cc1 (stereo unspecified)	i	-15.7%	1.7%	10.4%	1.1%	.	-12.0%	-6.3%
23	COC(=O)C/C=C/[C@@H](C)[C@H](NC(=O)OCC(Cl)(Cl)Cl)c1cccc(OC)c1	-12.2%	35.2%[activator]	-0.4%	-3.5%	1.1%	-0.4%	-0.4%	.
24	Nc1ccc(C(=O)O)cc1	15.6%&11.1%	-16.4%&4.1%	1.3%	-6.8%&19.6%	1.1%	4.7%&5.2%	3.3%	.

Later entries:
cpd	molecule	RECQ1 inh	RGS12 GoLoco inh	KinaseGlo FLuc	IMPase Li cell	Epigenetic reg	SMN2 splice up	KDM4E inh	NPSR antag
25	CC(=O)Nc1ccccc1NC(=O)C/C(C)=N/NC(=O)c1ccc([N+](=O)[O-])c(Cl)c1	-2.2%	13.6%	-1.3%	4.1%	-0.9%	10.8%	2.0%	0.2%
26	Cc1cc(C)c(NC(=O)CSc2nccn2C)c(C)c1	4.4%	-9.7%	-0.1%	1.6%	-3.9%	-23.9%	5.8%	16.2%
27	CCCN(CCC)S(=O)(=O)c1ccc(NC(=O)Cc2cccs2)cc1	-7.9%	61.9%[activator]	-4.0%	30.9%[activator][38.3 µM]	-0.7%	18.4%	-4.9%	-23.6%[46.1 µM]
28	Clc1ccccc1-c1nnc2n1CCCCC2	i	18.4%	.	.	0.0%	.	-1.6%	-21.4%
29	O=C(/C(=C/O)N=Nc1cccc(C(F)(F)F)c1)c1ccccc1	5.7%	6.9%	0.1%	24.3%	-1.1%	-86.5%[inhibitor]	-3.0%	?
30	COc1ccccc1NS(=O)(=O)c1ccc(C(N)=O)cc1	i	7.1%	-0.3%	4.5%	4.9%	2.9%	7.2%	-1.6%
31	COc1ccc(CC(=O)N/N=C(/C)c2ccco2)cc1	-4.5%	9.4%	0.2%	-0.9%	3.2%	.	11.9%	-3.4%
32	Cc1ccc(C(=O)Nc2nnn(C)n2)cc1	i	11.1%	-6.1%	-2.5%[38.3 µM]	-0.8%	?	14.8%	-1.0%[46.1 µM]
33	COC(=O)C1=C(C(=O)OC)[C@@H]2N(C)c3ccc(OC)cc3[C@@]23C[C@@H](C(=O)OC)N(C(C)=O)C3=N1	-6.0%[11.5 µM]	0.2%[14.2 µM]	-8.6%[7.66 µM]	13.7%	.	9.7%[9.22 µM]	6.8%[11.4 µM]	.
34	O=C(COC(=O)c1ccc(-c2cnc3ccccc3n2)cc1)c1ccccc1	-5.4%	8.1%	-0.5%	?	-1.0%	8.4%	1.8%	?
35	O=c1c2c(nc3c(-c4ccc(Cl)cc4)c[nH]n13)CCC2	-22.1%	22.2%	0.2%	3.0%	-4.8%	-96.3%[inhibitor]	?	-14.5%
36	O=C1CC(N2CCC(c3nc4ccccc4o3)CC2)C(=O)N1c1cc(Cl)cc(Cl)c1 (stereo unspecified)	72.3%[activator]	57.9%[activator]	7.6%	17.7%[38.3 µM]	9.1%	?	-0.1%	-20.1%[46.1 µM]

Other results
cpd	molecule	RECQ1 inh	RGS12 GoLoco inh	KinaseGlo FLuc	IMPase Li cell	Epigenetic reg	SMN2 splice up	KDM4E inh	NPSR antag
37	COc1ccc(S(=O)(=O)N(CC(=O)O)c2ccc(C)cc2)cc1	i	7.7%	7.4%	3.1%[38.3 µM]	-1.1%	-3.4%	4.7%	-4.3%[46.1 µM]
38	Cc1nc(SCc2c(F)cccc2Cl)c2c(=O)n(C)c(=O)n(C)c2n1	-8.0%	4.1%	16.3%	20.8%[38.3 µM]	0.8%	-4.2%	-4.0%	-1.3%[46.1 µM]
39	CCOCCCNCc1cn(-c2ccc(F)cc2F)nc1-c1ccccc1C	15.3%	-2.4%	5.3%	6.5%	0.5%	.	-2.7%	-9.2%
40	Cc1nnc(SCc2cc(=O)oc3ccc4ccccc4c23)n1Cc1ccccc1	-7.3%	-0.5%	-1.1%	2.9%	2.0%	-10.6%	?	6.8%
41	O=c1[nH]c(-c2ccccc2)cs1	2.3%	-3.0%	-0.9%	-2.5%	1.1%	?	3.6%	4.4%
42	COC(=O)c1ccc(CSc2nc3scc(-c4cccs4)c3c(=O)[nH]2)o1	-26.2%	16.8%	-1.5%	-9.8%[38.3 µM]	2.9%	-10.0%	0.5%	-11.5%[46.1 µM]
43	COc1ccc(C(=O)COC(=O)c2ccc(NC(=O)c3ccccc3)cc2)cc1	-5.2%	0.3%	-2.0%	11.2µM*	1.0%	7.5%	-9.6%	3.8%[46.1 µM]
44	CN1CCN(CC(=O)Nc2c(C(=O)C3CC3)oc3ccccc23)CC1	-5.3%	8.3%	-2.3%	16.4%[38.3 µM]	1.2%	9.6%	-10.2%	2.7%[46.1 µM]
45	COC(=O)c1c(C)[nH]c(C(=O)/C=C/c2ccccc2)c1C	-6.0%	1.4%	-2.9%	-3.5%	0.0%	2.24µM*	?	?
46	COC(=O)c1ccc(-n2c(C)cc(-c3csc(NC(=O)c4ccc(S(=O)(=O)N(C)C)cc4)n3)c2C)cc1	-0.6%	30.2%[activator]	-2.2%	-4.5%	3.0%	-62.8%[inhibitor]	?	8.9%
47	CCOC(=O)c1cnc2c(C(F)(F)F)cccc2c1N1CCOCC1	?	6.2%	4.8%	4.2%[38.3 µM]	-1.0%	-2.3%	1.9%	-23.8%[46.1 µM]
48	COc1ccc(C(C)=O)cc1CSc1nc2ccccc2c(=O)n1-c1cccc(C)c1	-7.2%	12.1%	-4.8%	22.0%	5.3%	-10.9%	-9.5%	-43.0%
49	CCCCCCCC1=CC2=C(Cl)C(=O)C(C)(OC(C)=O)C(=O)C2=CN1C (stereo unspecified)	20.0%	-3.5%	-1.0%	-7.7%	0.0%	-4.5%	-5.2%	.

2 records drawn at random from the list so far, as already listed:
cpd	molecule	RECQ1 inh	RGS12 GoLoco inh	KinaseGlo FLuc	IMPase Li cell	Epigenetic reg	SMN2 splice up	KDM4E inh	NPSR antag
41	O=c1[nH]c(-c2ccccc2)cs1	2.3%	-3.0%	-0.9%	-2.5%	1.1%	?	3.6%	4.4%
47	CCOC(=O)c1cnc2c(C(F)(F)F)cccc2c1N1CCOCC1	?	6.2%	4.8%	4.2%[38.3 µM]	-1.0%	-2.3%	1.9%	-23.8%[46.1 µM]

The list is partial (hit frequency here may not be typical).
